Bioassay records (PubChem BioAssay)
MC4R ag barr – human MC4R agonism via beta-arrestin; P32245; U2OS MC4R beta-arrestin complementation, luminescence; percent of melanotan II response, DMSO zero; AID 540308; 360,000 tested, 0.98% active; activation, % at 8.9 µM;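 active = activation above a per-plate cutoff, the mean activation of sample wells on that plate plus 3 SD, cut at about 8% in these data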
Target sequence (P32245 whole entry, looked up): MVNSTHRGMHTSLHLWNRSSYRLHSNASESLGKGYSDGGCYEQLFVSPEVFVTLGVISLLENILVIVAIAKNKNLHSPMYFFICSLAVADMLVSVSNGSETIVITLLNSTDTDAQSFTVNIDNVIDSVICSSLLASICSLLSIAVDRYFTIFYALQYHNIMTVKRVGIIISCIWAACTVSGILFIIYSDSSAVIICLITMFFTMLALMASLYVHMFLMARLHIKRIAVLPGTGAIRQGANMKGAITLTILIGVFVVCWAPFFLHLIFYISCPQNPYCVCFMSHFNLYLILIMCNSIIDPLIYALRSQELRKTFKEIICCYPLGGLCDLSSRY
NCOA1 inh – human NCOA1 inhibition; HEK293 GAL4-SRC1 luciferase reporter, luminescence; AID 588354; inhibition, % at 3.6 µM; 360,000 tested, 0.12% active; Q15788;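 active = inhibition above the campaign mean plus 3 SD, with each screening campaign given its own cutoff, cut at about 60% in these data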;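 note: 0% = DMSO treated cells and 100% = gossypol at 36 µM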
EBV LMP1 NFkB – Epstein-Barr LMP1 NF-kappaB reporter inhibition | inhibition, % at 12.5 µM | LMP1-induced NF-kappaB luciferase reporter cells, luminescence | 350,000 tested, 0.69% active | AID 504558; in the data active = inhibition above about 41%;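 note: 0% = neutral control wells and 100% = reference inhibitor control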
ABHD5-PLIN5 inh – blocks binding of human ABHD5 to perilipin-5 | Q00G26+Q8WTS1 | Split G. princeps luciferase complementation, luminescence, 4 h | inhibition, % at 4 µM | 360,000 tested, 0.78% active | AID 602281;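 active = inhibition above the mean inhibition across every tested compound plus 3 SD, cut at about 22% in these data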;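 note: 0% = DMSO only wells and the 100% control is not disclosed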
SRC2 inh – human SRC2 (NCOA2) inhibition. Q15596. HEK293 GAL4-SRC2 luciferase reporter, luminescence. inhibition, % at 9 µM. 370,000 tested, 0.17% active. AID 651957;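 active = inhibition above the mean inhibition of all tested compounds plus 3 SD, set per campaign, cut at about 52% in these data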;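 note: 0% = DMSO treated cells and 100% = cells given Gossypol at 36 µM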
COUP-TFII inh – NR2F2 (human) inhibition, primary screen; P24468; HEK293T NGFI-A luciferase reporter, luminescence; inhibition, % at 8.6 µM; 370,000 tested, 0.7% active;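 active = inhibition above a per-plate cutoff, mean inhibition of test wells between control levels plus 3 SD, cut at about 38% in these data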;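 note: cells cotransfected with COUP-TFII expression vector driving the NGFI-A reporter; 0% = median of COUP-TF2 test wells and 100% = reporter-only cells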
TLR9-MyD88 block – TLR9-MyD88 interaction inhibition; 340,000 tested, 0.21% active; CHO BLA complementation TLR9-MyD88, CCF4 FRET ratio; AID 504734; Q9NR96+Q99836; inhibition, % at 4.98 µM;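 active = inhibition above the mean over all tested compounds plus 3 SD, cut at about 21% in these data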;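 note: 0% = DMSO only wells and 100% = clavulanate BLA inhibitor control wells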
NOD2-RIPK2 inh – inhibitors of human NOD2-RIPK2 interaction | 360,000 tested, 0.38% active | inhibition, % at 4.98 µM | CHO BLA complementation NOD2-RIPK2, CCF4 ratio | O43353; in the data active = inhibition above about 21%;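 note: 0% = vehicle only and 100% = reference blocker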
Target sequence (O43353 whole entry, looked up): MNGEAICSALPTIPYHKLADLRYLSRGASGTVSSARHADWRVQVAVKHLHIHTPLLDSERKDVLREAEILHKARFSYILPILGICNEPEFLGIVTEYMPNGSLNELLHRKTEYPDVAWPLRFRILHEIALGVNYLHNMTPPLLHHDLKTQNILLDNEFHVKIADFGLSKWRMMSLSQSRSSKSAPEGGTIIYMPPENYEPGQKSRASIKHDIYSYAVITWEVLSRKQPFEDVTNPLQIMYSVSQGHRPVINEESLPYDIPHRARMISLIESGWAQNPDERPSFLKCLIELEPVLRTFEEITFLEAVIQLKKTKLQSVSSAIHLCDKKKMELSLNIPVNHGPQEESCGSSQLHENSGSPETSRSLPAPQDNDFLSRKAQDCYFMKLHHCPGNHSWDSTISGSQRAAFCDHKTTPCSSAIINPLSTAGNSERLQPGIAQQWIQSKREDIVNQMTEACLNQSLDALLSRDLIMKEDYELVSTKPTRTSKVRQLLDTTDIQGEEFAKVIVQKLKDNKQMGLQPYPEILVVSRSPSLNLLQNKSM
NCOA3 inh – inhibitors of human steroid receptor coactivator 3 (SRC3); Q9Y6Q9; HEK293 GAL4-SRC3 luciferase reporter, luminescence; inhibition, % at 3.6 µM; 360,000 tested, 0.17% active;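 active = inhibition above a per-campaign cutoff, the mean of all compounds plus 3 SD, cut at about 60% in these data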;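 note: 0% = DMSO-treated cells and 100% = gossypol-treated cells at 36 µM; higher means less SRC3-driven luciferase light from the GAL4 reporter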
MC4R antagonist – blocks human MC4R cAMP signaling; P32245; MC4R-expressing cells, MTII-stimulated cAMP, LANCE TR-FRET; inhibition, % at 6.5 µM; 360,000 tested, 0.48% active;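 active = inhibition above its plate's cutoff, the mean of tested wells on that plate plus 3 SD, cut at about 29% in these data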;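 note: 0% = Melanotan II alone and 100% = Melanotan II plus saturating MCL0020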
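System – human MC4R-expressing U2OS cells · Also added – Melanotan II · Dosing – one concentration, 6.5 µM nominal · Timing – 30-min compound, 1-h challenge, 1-h detection, room temperature · Measured by – Eu-cAMP/anti-cAMP TR-FRET, emission 671 nm · Replicates – singlicate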
LRH-1 inv ag – suppresses constitutive activity of human LRH-1; AID 602396; 360,000 tested, 0.13% active; O00482; inhibition, % at 3.6 µM; HEK293T StAR-luciferase reporter, LRH-1 transfected, 24 h;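 active = inhibition above the mean inhibition of all tested compounds plus 3 SD, cut at about 73% in these data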;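 note: 0% = DMSO wells and 100% = reporter-only cells lacking LRH-1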
An asterisk follows results filed as active; x = not tested or not shown. This is a subset (hit frequency here may not be typical).

Start of the listing, in advance (five entries):
SMILES	MC4R ag barr	NCOA1 inh	EBV LMP1 NFkB	ABHD5-PLIN5 inh	SRC2 inh	COUP-TFII inh	TLR9-MyD88 block	NOD2-RIPK2 inh	NCOA3 inh	MC4R antagonist	LRH-1 inv ag
COc1ccc(C2(C(=O)Nc3ccc(C(=O)O)cc3)CCOCC2)cc1	-0.7	4	1	2	12	-10	-13	-6	1	15	14
c1ccc(-c2csc3ncnc(N4CCN(Cc5ccc6c(c5)OCO6)CC4)c23)cc1	1.9	-2	4	-2	1	4	-6	7	7	12	15
O=C(NCc1ccco1)c1cccc2c1C(=O)c1ccc(N3CCC(N4CCCCC4)CC3)cc1S2(=O)=O	-1.0	-15	-3	17	5	-27	-2	2	0	7	-14
C/C=C/C(=O)OCC(=O)Nc1nc2ccc(C)cc2s1	-1.3	-18	-2	-2	-21	9	3	-6	-41	3	-66
O/C(=C\c1nc2ccccc2[nH]1)c1cccs1	-0.8	-110	-25	-4	-67	-57	-4	-7	-81	-1	-89

All compounds of this part, from the start:
SMILES	MC4R ag barr	NCOA1 inh	EBV LMP1 NFkB	ABHD5-PLIN5 inh	SRC2 inh	COUP-TFII inh	TLR9-MyD88 block	NOD2-RIPK2 inh	NCOA3 inh	MC4R antagonist	LRH-1 inv ag
COc1ccc(C2(C(=O)Nc3ccc(C(=O)O)cc3)CCOCC2)cc1	-0.7	4	1	2	12	-10	-13	-6	1	15	14
c1ccc(-c2csc3ncnc(N4CCN(Cc5ccc6c(c5)OCO6)CC4)c23)cc1	1.9	-2	4	-2	1	4	-6	7	7	12	15
O=C(NCc1ccco1)c1cccc2c1C(=O)c1ccc(N3CCC(N4CCCCC4)CC3)cc1S2(=O)=O	-1.0	-15	-3	17	5	-27	-2	2	0	7	-14
C/C=C/C(=O)OCC(=O)Nc1nc2ccc(C)cc2s1	-1.3	-18	-2	-2	-21	9	3	-6	-41	3	-66
O/C(=C\c1nc2ccccc2[nH]1)c1cccs1	-0.8	-110	-25	-4	-67	-57	-4	-7	-81	-1	-89
O=C1c2ccc3c4c(ccc(c24)C(=O)N1NC(=O)C(F)(F)F)CC3	0.7	2	-5	-5	-1	-6	-8	-9	-1	2	-4
Cc1cccc(N2CCN(C(=O)Cc3cn(C)c4ccccc34)CC2)c1C	-1.3	-8	10	-2	18	5	5	-6	9	-13	8
CCCCSc1nc2c(c(C(F)(F)F)c1C#N)CCC2	-0.8	1	4	2	-18	12	-1	-4	17	9	-3
O=C(O)CCCc1c(-[n+]2ccccc2)[nH]c2ccccc12	-4.8	-6	5	-3	-19	2	-8	-1	-8	8	8
CCOc1ccc(C(=O)Nc2cc(C)on2)cc1OCC	-2.5	0	1	-3	-13	10	-3	-3	2	-1	8
NS(=O)(=O)c1ccc2nc(-c3ccccc3)c(-c3ccccc3)nc2c1	-0.6	-14	-6	-13	-10	-10	-2	-7	-2	-4	6
CCOC(=O)c1sc(NC(=O)CCN2CCN(CC)CC2)c(C(=O)OCC)c1C	-4.5	-30	-3	4	-30	5	-3	-3	18	42*	24
O=C(Nc1ccccc1-c1ccccc1)C1CCCCC1	3.1	16	-1	1	14	12	-7	-13	11	14	12
COc1ccc(C(=O)/C=C/Nc2ccc(S(=O)(=O)Nc3cccc(C(C)=O)c3)cc2)cc1	-2.1	-37	6	3	-18	-23	2	-1	-20	6	-98
O=C(CCCc1ccccc1)N=C1SC2CS(=O)(=O)CC2N1c1ccccc1F (stereo not given)	1.4	-9	-1	-3	1	-5	2	-7	6	4	11
COc1ccc(CCNC(=O)/C=C/c2ccc(OC)c(S(=O)(=O)N3CCOCC3)c2)cc1	-0.5	-3	3	-6	12	-10	3	-3	-9	2	5
CC1=C(C(=O)OCC2CCCO2)C(c2ccc(Cl)c(Cl)c2)NC(=O)N1 (stereo not given)	0.8	9	-11	2	0	3	x	-5	1	10	2
Cc1cnc(C(=O)OCC(=O)N2CCc3ccccc32)cn1	1.3	-12	10	1	-1	1	4	-17	7	6	11
O=c1c2c(n3cnnc3n1C1CCCCC1)-c1ccccc1CC21CCCCC1	-0.2	8	-4	0	7	6	-11	-3	12	-1	-3
CCN(CC)C(=O)CN1C(=O)c2cccc3cccc(c23)C1=O	-2.5	0	-3	-6	-92	6	-3	-4	-3	-3	-19
O=C(C1CCCC1)N1CCC(CC2CC(c3cccc(Br)c3)=NO2)(C(=O)NCC2CCCCC2)CC1 (stereo not given)	1.4	16	8	4	-27	16	-16	4	10	6	7
COc1cc(CC(=O)OCC(=O)Nc2ccc3c(c2)OCCO3)cc(OC)c1OC	0.6	-2	3	-1	-8	0	6	-12	8	4	-13
O=C1C=C(/C=C/c2ccccc2)C[C@@H](c2ccc3c(c2)OCO3)C1	0.7	-26	-24	-14	19	2	9	-6	-16	1	12
C=CCc1ccc(OCCOCCOc2ccc(C)cc2[N+](=O)[O-])c(OC)c1	-1.0	-3	7	-11	-4	-2	5	8	-12	4	0
CC(=O)c1cccc(N(CC(=O)NCCc2ccccc2)C(=O)c2csnn2)c1	-2.5	-15	-12	-2	8	8	-3	-14	-17	-1	3
More results.
SMILES	MC4R ag barr	NCOA1 inh	EBV LMP1 NFkB	ABHD5-PLIN5 inh	SRC2 inh	COUP-TFII inh	TLR9-MyD88 block	NOD2-RIPK2 inh	NCOA3 inh	MC4R antagonist	LRH-1 inv ag
O=C(C1CCCN(S(=O)(=O)c2cc(Cl)ccc2Cl)C1)N1CCCC1 (stereo not given)	-4.9	-22	-20	-1	5	-6	-11	-12	-49	10	7
Cc1ccc(NC(=O)CSc2nc3ccccc3c(=O)[nH]2)cc1[N+](=O)[O-]	-0.1	-12	-5	0	-45	-1	-1	-11	-36	1	-2
COc1cccc(NC(=O)CN(C)C(=O)[C@@H]2CCCN2C(=O)c2cccs2)c1	-0.9	-13	-17	8	-11	-4	7	0	17	12	15
Cc1ccc2c(Cl)c(C(=O)NCC3CCCO3)sc2c1 (stereo not given)	-2.3	-95	-9	1	-30	-21	-5	-4	-108	-2	-107
Cc1ccc(C(=O)Nn2cnnc2)cc1	0.7	3	2	8	-3	-3	-6	-5	-8	28	-7
O=c1[nH]cnc2c1cnn2Cc1ccccc1	1.9	-8	-8	-1	-8	12	0	-11	13	12	6
CC(C)NC(=O)c1cc(C2CCCCN2S(=O)(=O)c2ccc(F)cc2F)on1 (stereo not given)	0.4	-13	x	-4	-21	1	x	6	-6	13	-3
O=C(N[C@H]1C/C=C\C[C@H](CC(=O)N(CCO)Cc2ccccc2)C(=O)N[C@H](Cc2c[nH]c3ccccc23)COC1=O)OCC1c2ccccc2-c2ccccc21	-1.0	4	2	12	-12	7	-10	-1	7	12	5
COC(=O)c1scc(S(=O)(=O)C(C)(C)C)c1N	-0.3	-26	-4	7	-3	18	2	8	0	9	-1
CCCN(CCC)C(=O)c1cc(-c2ccc3c(c2)OCO3)nc2ccccc12	3.3	-24	-1	-4	x	x	0	-22	1	2	11
O=[N+]([O-])c1cccnc1C1OCCO1	0.4	5	-10	0	-4	8	-2	-1	10	-1	-12
CN(C(=O)c1ccccc1C(=O)OCC(=O)c1ccc(F)cc1)c1ccccc1	-1.1	17	1	16	2	0	1	8	-6	1	14
CCc1ccc(NC(=O)[C@H](NC(=O)[C@@H]2Cc3ccccc3CN2)c2ccccc2)cc1	2.6	-2	-11	11	-18	5	0	1	0	-4	-4
Cc1ccc(-c2ccccc2[C@@H]2C[C@H]3CN(C)C(=O)[C@]34CCCN24)o1	-0.5	-24	0	3	2	33	14	0	13	6	23
CC(=O)Nc1ccc(NC(=O)CSc2nnc(CNc3ccc(F)cc3)n2CC2CCCO2)cc1 (stereo not given)	-0.4	4	-14	-1	-48	-9	-11	-4	4	7	-1
COc1ccc(-n2c(=O)c3c4c(sc3n3c(=S)[nH]nc23)COC(C(C)C)C4)cc1 (stereo not given)	-2.4	5	x	1	28	2	x	-11	-2	2	13
CCOC(=O)C1(Cc2ccccc2)CCN(Cc2ccc(COC)o2)CC1	2.1	-22	-2	-3	16	-1	-3	-5	-5	4	-8
O=C(CCN1C(=O)S/C(=C\c2ccccc2)C1=O)N1CCCCC1	1.5	-34	-11	12	-8	-9	8	-8	-7	10	-26
O=C(CNC(=O)c1ccccc1F)OCCCOC(=O)CNC(=O)c1ccccc1F	-1.8	-2	-1	16	-17	8	-4	-2	-14	10	15
O=C(CNc1ccc(F)cc1F)NC(=O)NCc1ccco1	-3.6	-7	-1	0	2	0	4	-8	4	-4	-11
CC(C)(C)OC(=O)N1CCC[C@H]1c1nnc(SCc2c(Cl)cccc2Cl)o1	2.8	2	0	-9	-7	0	-7	-5	4	7	3
CCCNC(=O)c1csc(Nc2cccc3ccccc23)n1	-0.2	-1	10	-2	9	14	5	-2	-3	-1	4
O=C(CCc1c[nH]c2ccccc12)NCCOc1ccccc1	-0.8	-10	-7	-4	5	2	-7	-4	-6	5	7
OC(c1ccc(F)c(F)c1)c1nc(-c2ccoc2)cs1 (stereo not given)	-2.2	-1	x	20	-8	-13	x	4	-1	3	27
N#CC(c1ccc(Cl)cc1)c1cccc(Cl)n1 (stereo not given)	-1.8	2	-6	-8	20	11	-1	-2	5	-4	20
Cc1nc(NC(=O)COC(=O)CCc2nc3ccccc3s2)c(Cl)cc1Cl	3.1	-4	-6	6	13	20	-11	-7	-8	0	0
CCCn1c(CNC(=O)c2ccccc2)nc2ccccc21	-1.2	13	-15	7	-21	4	-3	-4	-1	16	-19

Some of the entries above in another layout.
The line under a structure holds: MC4R ag barr | NCOA1 inh | EBV LMP1 NFkB | ABHD5-PLIN5 inh | SRC2 inh | COUP-TFII inh | TLR9-MyD88 block | NOD2-RIPK2 inh | NCOA3 inh | MC4R antagonist | LRH-1 inv ag
> CCOC(=O)C1(Cc2ccccc2)CCN(Cc2ccc(COC)o2)CC1
    2.1 | -22 | -2 | -3 | 16 | -1 | -3 | -5 | -5 | 4 | -8
> O=C(CCN1C(=O)S/C(=C\c2ccccc2)C1=O)N1CCCCC1
    1.5 | -34 | -11 | 12 | -8 | -9 | 8 | -8 | -7 | 10 | -26
> O=C(CNC(=O)c1ccccc1F)OCCCOC(=O)CNC(=O)c1ccccc1F
    -1.8 | -2 | -1 | 16 | -17 | 8 | -4 | -2 | -14 | 10 | 15
> O=C(CNc1ccc(F)cc1F)NC(=O)NCc1ccco1
    -3.6 | -7 | -1 | 0 | 2 | 0 | 4 | -8 | 4 | -4 | -11
> CC(C)(C)OC(=O)N1CCC[C@H]1c1nnc(SCc2c(Cl)cccc2Cl)o1
    2.8 | 2 | 0 | -9 | -7 | 0 | -7 | -5 | 4 | 7 | 3
